DAX1 inh-1: DAX1 (NR0B1) inhibitors, primary screen, cell-based, HEK293, Gal4-DAX1, luciferase luminescence. HEK293 Gal4-DAX1 luciferase reporter. inhibition, % at 6.75 µM. 0.99% of 340,000 active. AID 504766, 2011;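 active = inhibition above the mean over all tested compounds plus 3 SD, cut at about 4.2% in these data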;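 note: 0% = DAX1-transfected cells with DMSO and 100% = empty-vector control cells with DMSO; inhibition shows as a rise in luminescence from relieved DAX1 repression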
GC-B act: human GC-B receptor activators, primary screen, HEK293 GC-B cells, cGMP TR-FRET, EC30 CNP; Atrial natriuretic peptide receptor 2 (Homo sapiens), P20594; 0% at EC30 CNP, 100% saturating CNP; activation, % at 10 µM; 0.11% of 370,000 active;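 active = activation at 10 µM reaching about 35% in either raw or pattern-adjusted values, limit read from the data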
DAX1 inh-2: DAX1 (NR0B1) inhibitors on StAR promoter, primary screen, cell-based, luminescence, SF-1 (NR5A1), full-length DAX-1; HEK293T StAR-luciferase reporter, SF-1/DAX-1 repression relief; inhibition, % at 6.8 µM; 1.1% of 370,000 active; AID 652010, 2013;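 active = inhibition above the mean over all tested compounds plus 3 SD, cut at about 3.6% in these data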;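 note: 0% = DAX-1 cells with DMSO and 100% = cells lacking DAX-1 with DMSO; higher inhibition means more luminescence from relief of DAX-1 repression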
HGIII-sPLA2 inh: human group III sPLA2 inhibitors, primary screen, biochemical, QFRET, BODIPY PC-A2 liposome substrate | Group 3 secretory phospholipase A2 (Homo sapiens), Q9NZ20 | QFRET BODIPY PC-A2 liposome hydrolysis, fluorescence | inhibition, % at 12.2 µM | 0.56% of 370,000 active;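 active = inhibition above mean plus 3 SD of compounds lying within the high and low control bounds, cut at about 19% in these data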;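 note: 0% = median of test compound wells and 100% = no enzyme DMSO wells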
ssDAF-12 act: S. stercoralis DAF-12 nuclear receptor activators, primary screen, cell-based, luminescence, HEK293, GRIP1 co-expression, lit1-tk-luc. activation, % at 6.8 µM. Nuclear hormone receptor DAF-12 (Strongyloides stercoralis). HEK293 ssDAF-12/GRIP1 lit1-tk-luc reporter; % of 3 µM dafachronic acid response. 1% of 370,000 active;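 active = activation above the mean over all tested compounds plus 3 SD, cut at about 0.9% in these data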;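 note: 0% = DMSO-only wells and 100% = 3 µM delta7-dafachronic acid wells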
ADAM10 inh: human ADAM10 inhibitors, primary screen, biochemical, QFRET, HTS. Disintegrin and metalloproteinase domain-containing protein 10 (Homo sapiens), O14672. recombinant ADAM10, EDANS/DABCYL FRET peptide cleavage, 3 h. inhibition, % at 7 µM. 0.62% of 370,000 active. AID 720582, 2013;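 active = inhibition above a per-campaign cutoff equal to the mean of compounds falling between control-based bounds plus 3 SD, cut at about 20% in these data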;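 note: 0% = DMSO wells while the 100% control is not disclosed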
GAA850 FXN act: FXN promoter activators, primary screen, cell-based, luciferase luminescence, HEK293 lucGAA850 | 0.56% of 360,000 active | HEK293 lucGAA850 FXN promoter luciferase reporter, 24 h; percent of 10 µM SAHA response | activation, % at 6 µM | AID 540364, 2011;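 active = activation above the average of all compounds screened plus 3 SD, cutoff fixed separately per campaign, cut at about 7.5% in these data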;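 note: 0% = DMSO wells and 100% = 10 µM SAHA wells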
hcDAF12 agonist: H. contortus DAF-12 nuclear receptor activators, primary screen, cell-based, luminescence, HEK293, lit1-tk-luc reporter; HEK293 hcDAF-12 lit1-tk-luc reporter; 0% DMSO, 100% Δ7-dafachronic acid; activation, % at 6.8 µM; 1.4% of 370,000 active; AID 652067, 2013;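 active = activation above the mean of all tested compounds plus 3 SD, cut at about 5.5% in these data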;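 note: 100% = response to 3 µM Δ7-dafachronic acid high control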
SMARCA2 act: SMARCA2 (BRM) function activators, primary screen, cell-based, luminescence, high throughput | activation, % at 9.1 µM | MG213 cells, MMTV-luciferase reporter, dexamethasone, overnight | AID 652017, 2013 | 1% of 370,000 active; in the data active = activation above about 7.8%;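 note: 0% = vehicle wells and 100% = reference activator wells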
NPR1 activator: GC-A stimulated cGMP production enhancers – HEK293 GC-A cells, cGMP TR-FRET, EC30 ANP, primary screen. 0% at EC30 ANP, 100% saturating ANP. activation, % at 10 µM. 0.14% of 370,000 active. AID 1671463, 2021; in the data active = activation above about 40%
Target sequence (P16066 whole entry, looked up): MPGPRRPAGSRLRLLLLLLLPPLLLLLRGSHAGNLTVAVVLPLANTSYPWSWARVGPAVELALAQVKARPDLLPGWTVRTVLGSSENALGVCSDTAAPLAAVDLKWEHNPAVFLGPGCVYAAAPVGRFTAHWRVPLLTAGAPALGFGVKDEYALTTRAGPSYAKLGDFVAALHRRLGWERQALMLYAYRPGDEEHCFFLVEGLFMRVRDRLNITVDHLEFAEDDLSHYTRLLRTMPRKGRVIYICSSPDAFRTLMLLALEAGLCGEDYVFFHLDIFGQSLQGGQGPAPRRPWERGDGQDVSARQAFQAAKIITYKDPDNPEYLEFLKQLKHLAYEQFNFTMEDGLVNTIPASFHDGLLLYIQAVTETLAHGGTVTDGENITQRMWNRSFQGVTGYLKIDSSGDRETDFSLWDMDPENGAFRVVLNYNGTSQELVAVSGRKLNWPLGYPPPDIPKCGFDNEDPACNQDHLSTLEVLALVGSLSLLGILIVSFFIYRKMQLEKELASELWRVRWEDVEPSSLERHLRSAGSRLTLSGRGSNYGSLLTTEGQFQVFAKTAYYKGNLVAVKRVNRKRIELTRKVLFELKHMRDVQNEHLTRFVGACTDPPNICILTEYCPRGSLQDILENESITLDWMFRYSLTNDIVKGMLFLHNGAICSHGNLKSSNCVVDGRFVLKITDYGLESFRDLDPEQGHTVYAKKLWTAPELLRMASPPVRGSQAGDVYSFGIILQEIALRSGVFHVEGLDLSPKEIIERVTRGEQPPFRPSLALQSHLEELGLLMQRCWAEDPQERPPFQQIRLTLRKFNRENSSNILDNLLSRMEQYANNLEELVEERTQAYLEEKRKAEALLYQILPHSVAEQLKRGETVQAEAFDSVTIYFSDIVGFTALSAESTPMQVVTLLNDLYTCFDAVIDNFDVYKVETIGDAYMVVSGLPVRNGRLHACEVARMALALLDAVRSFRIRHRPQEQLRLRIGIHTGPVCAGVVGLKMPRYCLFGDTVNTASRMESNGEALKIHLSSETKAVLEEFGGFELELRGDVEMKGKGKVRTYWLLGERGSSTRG
hgDAF12 agonist: H. glycines DAF-12 receptor agonists, primary screen, cell-based, luminescence, HEK293, GAL4 fusion, UAS-luciferase | Nuclear hormone receptor DAF-12 (Heterodera glycines), GAL4 fusion | HEK293 GAL4-hgDAF12 UAS-luciferase reporter, agonist luminescence; normalized to butyrate control | activation, % at 6.8 µM | 1.8% of 370,000 active | AID 687014, 2013;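 active = activation above a cutoff set at the mean of all screened compounds plus 3 SD, cut at about 10% in these data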;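 note: 0% = DMSO wells and 100% = sodium butyrate wells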
* hit, by the source's call; i = inactive; x = not tested or not shown.

Each structure is followed by: DAX1 inh-1 | GC-B act | DAX1 inh-2 | HGIII-sPLA2 inh | ssDAF-12 act | ADAM10 inh | GAA850 FXN act | hcDAF12 agonist | SMARCA2 act | NPR1 activator | hgDAF12 agonist
> O=C(NCc1ccccc1)c1cc2ccccc2o1
 : 0.1 | 1.8 | -0.3 | -0.8 | -1.4 | -8.9 | -2.2 | 0.4 | 1.1 | -1.1 | 0.3
> OCC#CCSc1nnc(-c2ccc(Br)cc2)o1
 : 0.2 | 1.4 | -0.6 | 1.5 | -1.4 | -2.5 | 0.6 | -0.5 | 3.1 | 10.0 | -0.9
> COc1ccc(CC(=O)N2N=C(C)CC2(O)C(F)(F)F)cc1 (centres undefined)
 : -1.0 | 2.5 | 0.2 | 15.1 | -1.4 | -5.5 | 0.5 | -0.8 | -4.3 | 2.3 | -1.8
> COc1ccc(CCNC(=O)C2CCN(C(=O)c3ccc(OC)c(OC)c3)CC2)cc1
 : -0.9 | 3.3 | -0.7 | 3.8 | -1.0 | 8.8 | 0.1 | -0.4 | -3.5 | -1.3 | -1.4
> Cc1cc(/C=N/NC(=O)c2ccncc2)c(C)n1-c1ccccc1
 : -1.2 | -2.5 | 0.5 | 3.5 | -0.4 | -2.9 | 4.7 | 1.0 | 4.5 | -1.2 | 8.5
> Cn1c(=O)c(=O)n(C)c2cc(S(=O)(=O)NCc3ccc(Cl)cc3)ccc21
 : -0.3 | 1.1 | -0.5 | 5.5 | -0.7 | -29.3 | 0.0 | -0.1 | 0.6 | -3.1 | -4.6
> COc1ccccc1NC(=O)Cc1noc(CSc2nnc(N)s2)n1
 : 1.5 | -2.1 | 0.7 | -7.1 | -0.9 | -0.8 | 1.6 | -2.4 | 4.5 | 1.2 | 1.6
> CC(C)(C)n1nnnc1C(c1ccccc1)N1CCN(c2ccccn2)CC1 (centres undefined)
 : x | -3.5 | -1.9 | -5.4 | -0.7 | -4.6 | x | 0.1 | -2.5 | -0.1 | 2.5
> C=CCn1c(O)c(N=NC(=O)OCC)c2ccccc21
 : -0.7 | 4.7 | 0.0 | 12.4 | -1.4 | 5.0 | -0.4 | -1.6 | -3.9 | 3.4 | -3.0
> O=C(O)CSc1cc(NS(=O)(=O)c2ccc(Br)cc2)c2ccccc2c1O
 : 0.5 | 0.3 | -0.8 | -5.9 | 0.1 | -10.4 | 0.1 | 3.0 | -2.0 | 1.1 | -0.9
> COc1ccc(-c2noc(=O)n2Cc2ccc(F)cc2Cl)cc1
 : 1.4 | 3.6 | -0.5 | -9.7 | -0.8 | -2.1 | 0.2 | 2.9 | -1.0 | -1.0 | 2.3
> COc1cccc(OCC(=O)NNC(=O)c2ccc3ccccc3c2)c1
 : 0.5 | -2.8 | 0.5 | -23.2 | -0.7 | -6.4 | -1.0 | 1.9 | 1.6 | -2.0 | -0.5
> O=C(Nc1ccc(Cl)cc1C(F)(F)F)C(Sc1cccc[n+]1[O-])c1ccccc1 (centres undefined)
 : 0.2 | 2.4 | 0.7 | -4.2 | -1.4 | 14.0 | 1.2 | -1.0 | -3.3 | -1.4 | -1.3
> O=C(COC(=O)c1cc(S(=O)(=O)N2CCOCC2)ccc1Cl)NCc1ccc2c(c1)OCO2
 : -1.3 | -1.3 | -0.2 | 7.4 | -1.2 | -10.0 | 0.6 | 1.4 | -1.3 | 0.1 | -2.5
> Cc1ccc(CNC(=O)CCNC(=O)Cn2ccc3ccccc3c2=O)o1
 : 0.1 | -4.3 | 1.4 | 0.4 | -0.5 | -13.6 | 0.8 | 1.9 | -0.7 | 0.7 | 2.3
> O=C(Cn1nc(-c2ccccc2)c2ccccc2c1=O)NN1CCOCC1
 : -1.2 | 6.8 | 0.2 | -2.2 | -1.2 | 0.1 | 0.8 | -1.1 | -1.9 | -0.4 | 0.8
> COc1cc(CCN=Cc2cccc(OC)c2O)c([N+](=O)[O-])cc1OC
 : x | -0.7 | 0.7 | 2.6 | -1.0 | -9.0 | x | 1.9 | -1.4 | 3.8 | 2.7
> CN(c1ccccc1)S(=O)(=O)c1cc(C(=O)NCCCn2ccnc2)ccc1Cl
 : 0.3 | 0.8 | 1.1 | -2.9 | -2.0 | -0.8 | 1.6 | -0.6 | -2.8 | -2.5 | -0.9
> CCOC(=O)C1CCCN(C(=O)c2sc3nc(C)nc(N(CC)CC)c3c2C)C1 (centres undefined)
 : 0.2 | 5.2 | -0.6 | -1.9 | -1.7 | 3.5 | 1.9 | -2.0 | 1.4 | 4.3 | -0.4
> CNc1cncc(-c2cc(OC)c(OC)c(OC)c2)n1
 : x | -4.0 | 0.4 | 15.4 | 0.0 | i | 2.7 | -1.9 | -2.6 | -0.4 | -0.9

Reprinted from the part before: 5 entries, then new ones.
Each structure is followed by: DAX1 inh-1 | GC-B act | DAX1 inh-2 | HGIII-sPLA2 inh | ssDAF-12 act | ADAM10 inh | GAA850 FXN act | hcDAF12 agonist | SMARCA2 act | NPR1 activator | hgDAF12 agonist
> O=C(Cn1nc(-c2ccccc2)c2ccccc2c1=O)NN1CCOCC1
 : -1.2 | 6.8 | 0.2 | -2.2 | -1.2 | 0.1 | 0.8 | -1.1 | -1.9 | -0.4 | 0.8
> COc1cc(CCN=Cc2cccc(OC)c2O)c([N+](=O)[O-])cc1OC
 : x | -0.7 | 0.7 | 2.6 | -1.0 | -9.0 | x | 1.9 | -1.4 | 3.8 | 2.7
> CN(c1ccccc1)S(=O)(=O)c1cc(C(=O)NCCCn2ccnc2)ccc1Cl
 : 0.3 | 0.8 | 1.1 | -2.9 | -2.0 | -0.8 | 1.6 | -0.6 | -2.8 | -2.5 | -0.9
> CCOC(=O)C1CCCN(C(=O)c2sc3nc(C)nc(N(CC)CC)c3c2C)C1 (centres undefined)
 : 0.2 | 5.2 | -0.6 | -1.9 | -1.7 | 3.5 | 1.9 | -2.0 | 1.4 | 4.3 | -0.4
> CNc1cncc(-c2cc(OC)c(OC)c(OC)c2)n1
 : x | -4.0 | 0.4 | 15.4 | 0.0 | i | 2.7 | -1.9 | -2.6 | -0.4 | -0.9
> CC(CN1C(C)CCCC1C)OC(=O)c1cccc(Br)c1 (centres undefined)
 : -0.5 | 0.2 | 0.2 | 0.3 | -1.2 | 3.1 | 0.6 | -1.5 | -0.6 | -10.9 | 0.3
> CC1CCN(S(=O)(=O)c2ccc(S(=O)(=O)N3CCC4(CC3)OCCO4)cc2)CC1
 : -1.2 | -1.2 | 0.9 | 8.6 | -0.9 | -2.4 | 2.4 | 1.1 | -1.6 | 2.8 | 1.1
> COc1cc(/C=C/C(=O)NCc2nc3ccccc3[nH]2)cc(OC)c1OC
 : 2.4 | -6.6 | -0.7 | -5.6 | -1.6 | -73.5 | 0.0 | -0.6 | -1.6 | -0.8 | -1.5
> Cc1nnc(Sc2c(N)n(C)c(=O)[nH]c2=O)s1
 : 0.5 | -0.5 | 0.2 | -1.3 | -0.4 | -2.8 | -0.1 | 2.7 | 0.1 | -1.7 | -0.2

Some entries already given, showing only SMARCA2 act and GC-B act.
| SMILES | SMARCA2 act | GC-B act |
| --- | --- | --- |
| COc1ccc(CCNC(=O)C2CCN(C(=O)c3ccc(OC)c(OC)c3)CC2)cc1 | -3.5 | 3.3 |
| CC(C)(C)n1nnnc1C(c1ccccc1)N1CCN(c2ccccn2)CC1 (centres undefined) | -2.5 | -3.5 |

Sorted by SMILES length (largest number first): some entries from above
Each structure is followed by: DAX1 inh-1 | GC-B act | DAX1 inh-2 | HGIII-sPLA2 inh | ssDAF-12 act | ADAM10 inh | GAA850 FXN act | hcDAF12 agonist | SMARCA2 act | NPR1 activator | hgDAF12 agonist
> CC1CCN(S(=O)(=O)c2ccc(S(=O)(=O)N3CCC4(CC3)OCCO4)cc2)CC1
 : -1.2 | -1.2 | 0.9 | 8.6 | -0.9 | -2.4 | 2.4 | 1.1 | -1.6 | 2.8 | 1.1
> CCOC(=O)C1CCCN(C(=O)c2sc3nc(C)nc(N(CC)CC)c3c2C)C1 (centres undefined)
 : 0.2 | 5.2 | -0.6 | -1.9 | -1.7 | 3.5 | 1.9 | -2.0 | 1.4 | 4.3 | -0.4
> CC(CN1C(C)CCCC1C)OC(=O)c1cccc(Br)c1 (centres undefined)
 : -0.5 | 0.2 | 0.2 | 0.3 | -1.2 | 3.1 | 0.6 | -1.5 | -0.6 | -10.9 | 0.3

Screening data deposited in PubChem BioAssay by several laboratories.
